# VP16 counter – VP16 counterscreen qHTS for inhibitors of ROR gamma transcriptional activity | Drosophila S2 Gal4-VP16 UAS-luciferase, luminescence, 20 h | Potency, µM (top dose mostly 53.6 µM), for the others: at the top dose activity, negative = inhibition, actives largely listed as inhibitors | AID 2546, 2010 | hit rate 3.5% among 310,000;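 further: Gal4-VP16 expression switched on by copper sulfate through the metallothionein promoter; potency means the concentration at half of the fitted maximal effect; on the % scale 0 is the no-effect control and ±100 the full control effect; nearly all actives have a fitted effect of over 50% in size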
# FLuc counter – qHTS profiling assay for firefly luciferase inhibitor/activator using purifed enzyme and Km concentrations of substrates (counterscreen for miR-21 project). hit rate 6.9% among 360,000. purified FLuc, Km substrates, luminescence inhibition. Luciferin 4-monooxygenase (Photinus pyralis), P08659. Potency, µM (highest dose often 57.5 µM), without a hit: at the top dose activity change, negative = inhibition, most hits filed as inhibitors;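 further: potency means the concentration at half of the fitted maximal effect; plate controls were vehicle for no effect and reference inhibitor for full effect; nearly all actives have a fitted effect of over 55% in size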
# Target sequence (P08659 whole entry, looked up): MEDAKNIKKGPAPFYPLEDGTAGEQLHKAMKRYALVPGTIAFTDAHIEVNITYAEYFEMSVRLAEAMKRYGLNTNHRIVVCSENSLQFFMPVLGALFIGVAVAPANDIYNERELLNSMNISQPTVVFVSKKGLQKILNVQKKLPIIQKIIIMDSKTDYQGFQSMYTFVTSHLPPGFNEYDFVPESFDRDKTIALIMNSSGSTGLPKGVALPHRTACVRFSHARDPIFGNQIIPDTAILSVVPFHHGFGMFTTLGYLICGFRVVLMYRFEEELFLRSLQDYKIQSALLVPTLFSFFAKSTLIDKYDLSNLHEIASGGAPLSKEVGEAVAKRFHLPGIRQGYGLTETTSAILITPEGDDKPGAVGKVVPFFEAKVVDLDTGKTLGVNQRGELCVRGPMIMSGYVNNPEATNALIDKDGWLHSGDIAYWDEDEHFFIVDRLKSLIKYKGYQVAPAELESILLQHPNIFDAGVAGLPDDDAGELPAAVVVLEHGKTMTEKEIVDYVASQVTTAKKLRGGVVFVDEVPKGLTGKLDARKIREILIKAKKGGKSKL
#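 Purified P. pyralis luciferase (10nM final) with 10uM D-luciferin and 10uM ATP (Km levels) in 50mM Tris acetate pH 7.5, 10mM Mg acetate, 0.01% Tween-20, 0.05% BSA; qHTS 6-point titration, ~60 µM downward; luminescence read.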
# ELG1 genotoxic – qHTS screen for small molecules that induce genotoxicity in human embryonic kidney (HEK293T) cells expressing luciferase-tagged ELG1; HEK293T ELG1-luciferase reporter, luminescence, 16 h; Potency, µM (titrated, usually from 46 µM), without a hit: at the highest dose activity change, positive = activation, most hits filed as activators; hit rate 1.3% among 330,000; AID 504466, 2011; further: potency means the concentration at half of the fitted maximal effect; % of control where 0% means no effect; nearly all actives have a fitted effect of over 60% in size
#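 Luminescence read-out: rising ELG1-luciferase signal, reflecting elevated ELG1 protein under genetic stress, flags genotoxic compounds. Cells were treated for 16 hr at 37 °C before ONE-Glo detection.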
# RORg inh – qHTS for inhibitors of ROR gamma transcriptional activity | Nuclear receptor ROR-gamma (Mus musculus), P51450 | Drosophila S2 Gal4-RORgamma UAS-luciferase reporter, 20 h | Potency, µM (doses to about 53.6 µM), inactives show at the highest dose activity change, negative = inhibition, hits mostly inhibitors | hit rate 5.4% among 310,000; further: potency means the concentration at half of the fitted maximal effect; on the % scale 0 is the no-effect control and ±100 the full control effect; nearly all actives have a fitted effect of over 60% in size
# Target sequence (P51450 whole entry, looked up, the tested form may be a part): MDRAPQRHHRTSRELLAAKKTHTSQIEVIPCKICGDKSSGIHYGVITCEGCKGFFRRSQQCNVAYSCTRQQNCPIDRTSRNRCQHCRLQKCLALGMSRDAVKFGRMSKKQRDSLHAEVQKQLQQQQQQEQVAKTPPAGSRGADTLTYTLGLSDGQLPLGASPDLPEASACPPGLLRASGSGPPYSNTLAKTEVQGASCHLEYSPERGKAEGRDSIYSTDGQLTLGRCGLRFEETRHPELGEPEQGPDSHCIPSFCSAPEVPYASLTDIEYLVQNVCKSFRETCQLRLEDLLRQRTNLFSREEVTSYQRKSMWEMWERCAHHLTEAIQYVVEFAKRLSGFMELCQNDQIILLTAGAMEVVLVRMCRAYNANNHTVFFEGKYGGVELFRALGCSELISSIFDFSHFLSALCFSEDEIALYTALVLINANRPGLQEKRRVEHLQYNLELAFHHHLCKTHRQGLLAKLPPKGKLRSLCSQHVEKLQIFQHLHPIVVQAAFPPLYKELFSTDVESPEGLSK
#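 Read-out: Photinus luciferase luminescence; inhibitors lower reporter signal. Insect Schneider cells with Gal4-ROR gamma fusion under metallothionein promoter, UAS reporter; 700 uM final copper sulfate induction, 20 hr, ambient temperature.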
# KCNH2 3.1 block – qHTS for Inhibitors of KCHN2 3.1: Mutant qHTS; activity change, % (tested at about 1.8 µM); U2OS KCNH2 3.1, thallium flux FluxOr; hits give low values; Potassium voltage-gated channel subfamily H member 2, brain isoform KCNH2 3.1 (human); hit rate 0.95% among 340,000;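 active means maximum activity change below -70%; inconclusive means maximum activity change from -70% to -50%; inactive means maximum activity change above -50%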;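 further: thallium influx rate constant from kinetic fluorescence after stimulation buffer; on the % scale 0 is the no-effect control and ±100 the full control effect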
#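 FluxOr-based Tl+ influx in U2OS cells transduced with KCNH2 3.1 virus; rate constants normalized to DMSO controls.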
# NPC1 promoter act – qHTS Assay for NPC1 Promoter Activators. Huh7 NPC1 promoter luciferase reporter, 24 h. Potency, µM (doses to about 9.22 µM), without a hit: at the top dose activation, hits mostly activators. hit rate 2.4% among 320,000. AID 485313, 2010;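 further: potency means the concentration at half of the fitted maximal effect; % of control where 0% means no effect; nearly all actives have a fitted effect of over 60% in size; reporter is driven by a mutant NPC1 promoter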
#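 Compounds in DMSO were transferred onto Huh7 NPC1-luciferase reporter cells pre-incubated 2 h; after 24 h at 37 °C, Amplite reagent was dispensed and luminescence recorded 10 min later.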
# Giardia kill – Small Molecules that selectively kill Giardia lamblia: qHTS; Giardia lamblia trophozoite viability; activity change, % at 7.66 µM, hits read low; hit rate 0.15% among 340,000; AID 540267, 2011; in the data active means activity change below about -80%; inconclusive means between about -30% and that limit;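 further: parasites exposed to compound for two days anaerobically before the ATP read; on the % scale 0 is the no-effect control and ±100 the full control effect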
#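 Anaerobic 48 hrs incubation at 37 deg C of 100 trophozoites/well with test compounds; ATPLite 1-Step luminescence, 15-30 min RT, reports cellular ATP as viability.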
# uPA generation – qHTS for Inhibitors of Cell Surface uPA Generation. cell surface uPA generation assay, qHTS. Potency, µM (top dose mostly 38.3 µM), for inactives: at the highest dose activity change, negative = inhibition, usual class: inhibitors. hit rate 0.31% among 330,000; active means well fitted inhibition curve with a large enough effect; inconclusive means small, poorly fitted or top-dose-only effect; inactive means no such curve, though single readings can be large or run the other way; tested in mouse RAW 264.7 cells; further: potency means the concentration at half of the fitted maximal effect; on the % scale 0 is the no-effect control and ±100 the full control effect; nearly all actives have a fitted effect of over 55% in size
# Rab9 promoter act – qHTS Assay for Rab9 Promoter Activators; Huh7 Rab9 promoter-luciferase reporter, luminescence, 24 h; Potency, µM (doses to about 9.22 µM), inactives show at the highest dose activation, negative = inhibition, usual class: activators; hit rate 2.8% among 320,000; AID 485297, 2010; further: potency means the concentration at half of the fitted maximal effect; % of control where 0% means no effect; nearly all actives have a fitted effect of over 60% in size
#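 Huh7 cells stably carrying a Rab9 promoter-luciferase reporter, 1500 cells per well in OP-MEM I with 10% FBS, treated with compound 24 hours at 37C. Luciferase activity read by luminescence after 10 minutes with Amplite reagent.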
# Coupling enz – qHTS Assay for Inhibitors of Fructose-1,6-bisphosphate Aldolase from Giardia Lamblia: Coupling assay counterscreen | coupling enzyme system counterscreen, AmpLite Red fluorescence | activity change, negative = inhibition, % at 58.2 µM, hits read low | hit rate 0.67% among 290,000 | AID 2472, 2010; in the data active means activity change below about -30%; further: on the % scale 0 is the no-effect control and ±100 the full control effect
#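 Activity here indicates interference with the coupling reaction, not aldolase inhibition. Compounds at 57.5 uM final met coupling enzymes for 10 min at RT; substrate and AmpLite Red detection followed, with a 525/598 nm fluorescence read after 20 min.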
# Tb PFK block – qHTS Assay to Find Inhibitors of T. brucei phosphofructokinase; Potency, µM (series often up to 57.5 µM), for the others: top-dose activity, negative = inhibition, usual class: inhibitors; hit rate 0.17% among 330,000; T. brucei PFK, ADP-Glo luminescence; AID 485367, 2010; ATP-dependent 6-phosphofructokinase (Trypanosoma brucei brucei), O15648;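 further: potency means the concentration at half of the fitted maximal effect; 0% = uninhibited 1x PFK enzyme wells and -100% = no-enzyme wells; nearly all actives have a fitted effect of over 60% in size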
#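 Compounds were pin-transferred as a titration series up to 57 uM into substrate buffer (0.5 mM F6P, 0.1 mM ATP, pH 8.0), then 1.25 nM PFK was added and reactions ran 45 min before ADP-Glo detection.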
# An asterisk follows results filed as active; ? = inconclusive; . = not tested or not shown; & = joins results of further samples; [ ] = dose if it differs, or a comment. Unless noted, the call rests on the fitted dose curve; in most records, active means well fitted curve in the direction sought with a large enough effect; inconclusive means small, poorly fitted or top-dose-only effect, or another doubt; inactive means no such curve, though single readings can be large; an effect the other way counts as inactive or inconclusive.
# Values run as follows: VP16 counter	ELG1 genotoxic	uPA generation	Tb PFK block	NPC1 promoter act	Giardia kill	FLuc counter	KCNH2 3.1 block	Coupling enz	Rab9 promoter act	RORg inh
- O=C(NCC1CCCO1)c1ccc(NS(=O)(=O)c2ccccc2)cc1 (stereo unspecified)
→ 7%	4%	-1%	0%	0%	1	7%	4	5	-10%	-13%
- Cc1ccc(C(=O)N/C(=C\c2ccccc2)C(=O)NCc2cccnc2)cc1
→ -4%	0%	-1%	-1%	-2%	19	-2%	9	4	-4%	?
- C(=N\n1cnnc1)/c1cccn1-c1ccccc1
→ -12%	0%	-3%	-5%	0%	8	0%	-3	-3	0%	16%
- O=C(Nc1ccc(F)c(Cl)c1)N1CCCC1
→ -5%	-3%	6%	2%	-2%	-5	-1%	7	0	1%	-7%
- Cc1cc(C2=NNC(=NC3CC3)SC2)c(C)n1-c1ccccc1
→ 6.3µM*	-10%	?	2%	-32%[inhibitor]	?	0.076µM*	-5	3	-40%[inhibitor]	2.5µM*
- COc1cc2cc(CN(Cc3cccnc3)C(=O)Nc3ccccc3)c(=O)[nH]c2cc1OC
→ 4%	-2%	-6%	1%	-9%	34[activator]	-15%	13	-3	-10%	1%
- COC(=O)C1=C(C(=O)OC)[C@@H]2N(C)c3ccccc3[C@@]23C[C@@H](C(=O)OC)N(C(=O)C2CCC2)C3=N1
→ -6%	2%	?	-11%	2%	-5	2%	9	0&0	-3%	-3%
- Clc1ccc(C2CSc3c4ncnc-4ncn32)cc1 (stereo unspecified)
→ -11%	-3%	0%	1%	2%	4	5%	9	5	-9%	-31%
- O=C(COC(=O)COc1ccccc1)NCCc1ccccc1
→ .	1%	-3%	-2%	-2%	4	3%	9	.	-1%	.
- CN(C)/C=C(\C#N)C(=O)c1cccnc1Oc1cccc(F)c1
→ -6%	13%	.	3%	7%	1	2%	25	5	18%	3%
- CC1CCCCC1NC(=O)c1ccc(N2CCCC2=O)cc1 (stereo unspecified)
→ 18%	?	.	11%	1%	-3	-12%	7	1	-1%	22%
- O=C(CSc1nnc(Nc2ccccc2)s1)NCC1CCCO1 (stereo unspecified)
→ .	1%	9%	6%	-1%	5	?	-4	.	5%	.
- CC(=O)N1CC=C2C(C#N)=C(N)C(C#N)(C#N)C(C)C2C1 (stereo unspecified)
→ 4%	-8%	8%	-3%	2%	20	3%	9	-14	-4%	-25%
- CCc1nn(CC(=O)Nc2ccc(Br)c(C)c2)c(=N)s1
→ -6%	-9%	0%	0%	0%	5	3%	-4	0	4%	21%
- CCC(=NCCc1ccccc1)C1=C(O)CCC1=O
→ 1%	2%	0%	2%	4%	5	-1%	.	0	1%	29%
- C=CCn1c(CNS(=O)(=O)c2ccc(Br)cc2)nnc1SC
→ 1%	0%	10%	1%	-6%	0	-1%	1	.	4%	3%
- Cc1noc(C)c1CN(C(=S)NC(C)C)c1ccccc1
→ -7%	-3%	0%	-16%	-7%	3	-3%	-1	9	2%	23%
- COc1ccc(OC)c(C2SCCN2S(C)(=O)=O)c1 (stereo unspecified)
→ 3%	1%	-3%	1%	0%	9	9%	-1	-1	-3%	11µM*
- CCOC(=O)c1cc2c(=O)n3cccc(C)c3nc2n(CC(C)C)c1=NC(=O)c1ccco1
→ 5%	3%	-5%	-1%	-1%	8	0%	-1	0	-3%	6%
- O=C1C2C(c3ccccc3)C=CC(c3ccccc3)C2C(=O)N1c1cccnc1 (stereo unspecified)
→ -7%	1%	2%	-5%	-1%	-8	2%	-1	5	-4%	8%
- O=C(CN1C(=O)c2ccccc2C1=O)Nc1ccc(S(=O)(=O)N2CCOCC2)cc1
→ 1%	0%	2%	0%	1%	?	-2%	6	1	-1%	7%
- COCCn1c(=N)c(S(=O)(=O)c2ccc(F)cc2)cc2c(=O)n3ccccc3nc21
→ -2%	8%	-4%	-2%	1%	-3	10%	-2	1	-5%	7%
- CCOC(=O)c1c(-c2ccccc2)csc1NC(=O)CSc1nc(N)cc(N)n1
→ -18%	-2%	-1%	0%	-6%	-3	5%	-4	-1	-9%	?
- c1ccc2c(c1)oc1c(Nc3ccc4c(c3)OCCO4)ncnc12
→ -8%	13%	.	-1%	?	-8	2.4µM*	-13	-1	1.6µM*	-15%
- CC1(C)CC(=O)C=C(Nc2ccc(Br)cn2)C1
→ 1%	3%	2%	7%	1%	-6	-19%	2	-3	0%	-2%
- N#Cc1nc(Cc2cccc3ccccc23)oc1NCCCN1CCOCC1
→ 5%	2%	1%	-14%	-4%	29	0%	-4	1	1%	-4%
- CN(C)S(=O)(=O)c1ccc(NC(=O)N2CCOCC2)cc1
→ -9%	-2%	2%	5%	0%	?	-1%	1	5	2%	6%
- Cc1cc(N2C(=O)C(O)=C(C(=O)c3ccco3)C2c2cccc(Cl)c2)no1 (stereo unspecified)
→ -4%	-8%	5%	-10%	-1%	31[activator]	-2%	-5	.	0%	-8%
- COc1ccc2nc(SCc3ccccc3C)nc(C)c2c1
→ 3%	?	-6%	-2%	?	14	?	-9	0	?	?
- COc1cc2c(cc1OC)C(c1ccccc1)N(C(=O)C(C)(C)C)CC2 (stereo unspecified)
→ -1%	-2%	-1%	0%	0%	18	1%	-1	1	6%	31%

# Compound profiles, from the list above. Screens in order: VP16 counter	ELG1 genotoxic	uPA generation	Tb PFK block	NPC1 promoter act	Giardia kill	FLuc counter	KCNH2 3.1 block	Coupling enz	Rab9 promoter act	RORg inh
# O=C(CN1C(=O)c2ccccc2C1=O)Nc1ccc(S(=O)(=O)N2CCOCC2)cc1 in the list: 1%	0%	2%	0%	1%	?	-2%	6	1	-1%	7%
# c1ccc2c(c1)oc1c(Nc3ccc4c(c3)OCCO4)ncnc12 in the list: -8%	13%	.	-1%	?	-8	2.4µM*	-13	-1	1.6µM*	-15%
# CCOC(=O)c1cc2c(=O)n3cccc(C)c3nc2n(CC(C)C)c1=NC(=O)c1ccco1 in the list: 5%	3%	-5%	-1%	-1%	8	0%	-1	0	-3%	6%
# Cc1cc(C2=NNC(=NC3CC3)SC2)c(C)n1-c1ccccc1 in the list: 6.3µM*	-10%	?	2%	-32%[inhibitor]	?	0.076µM*	-5	3	-40%[inhibitor]	2.5µM*

# Other entries:
# Values run as follows: VP16 counter	ELG1 genotoxic	uPA generation	Tb PFK block	NPC1 promoter act	Giardia kill	FLuc counter	KCNH2 3.1 block	Coupling enz	Rab9 promoter act	RORg inh
- CCN(CCCNC(=O)CCCn1c(=O)[nH]c2ccccc2c1=O)c1cccc(C)c1
→ -8%	-4%	-1%	-1%	2%	-3	-5%	5	-6	-4%	22%
- O=C(Cc1ccc(Cl)cc1)NCc1ccccc1Cl
→ 4%	14%	.	-5%	26%	-5	?	-6	1	28%	6%
- CCOCC(=O)Nc1c(C(=O)Nc2ccccc2OC)oc2ccccc12
→ -9%	10%	.	0%	29%	-13	-18%	-1	1	?	-14%
- COc1ccc(C(=O)OCC(=O)c2ccc3c(c2)NC(=O)CO3)cc1OC
→ .	0%	-10%	5%	.	-13	.	8	.	.	.
- O=C(CSc1nnc(NC2CCCCC2)s1)Nc1ccc2c(c1)C(=O)c1ccccc1C2=O
→ -20%	6%	-6%	-1%	3.5µM*	7	?	19	-1	2.8µM*	?
- CCN(CC)S(=O)(=O)c1cccc(C(=O)NCC(c2ccccc2)N(C)C)c1 (stereo unspecified)
→ 2%	0%	1%	1%	-8%	-1	5%	2	-2	1%	35%
- O=C(CCN1C(=O)C2C3CC(C(Br)C3Br)C2C1=O)OCC(=O)c1ccccc1 (stereo unspecified)
→ -14%	-1%	2%	0%	-2%	3	3%	-5	3	-4%	-12%
- CC(OC(=O)C1CC(=O)N(Cc2ccco2)C1)C(=O)Nc1cccc(C#N)c1 (stereo unspecified)
→ .	1%	8%	-2%	-1%	11	-1%	11	.	2%	.
- COc1ccc(NC(=O)NNS(=O)(=O)c2cc(C)ccc2C)cc1OC
→ -1%	-3%	5%	2%	0%	-25	5%	.	2	4%	-4%

# Screening data deposited in PubChem BioAssay by National Center for Advancing Translational Sciences (NCATS).
